Pf gamet viab – inhibitors of late stage P. falciparum gametocyte viability. P. falciparum stage V gametocytes, ATP luminescence, 24 h. inhibition, % at 10.9 µM. 0.065% of 150,000 active. AID 743093;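 active means inhibition above the mean plus 3 SD of compounds within the control limits, set per campaign, cut at about 38% in these data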;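 further: 0% = DMSO wells and 100% = medium only without gametocytes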
RGS8-Gao reg – regulators of human RGS8-Galphao interaction; 0.34% of 220,000 active; multiplexed bead flow cytometry, RGS8-Galphao binding; actives lie on both sides; P09471; response (percent of control binding), % at 10 µM; in the data active means response below about 60% or above about 140%; inactive means in between;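 further: Galphao activated as the GDP aluminium fluoride complex binding bead-coupled RGS8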
Target sequence (P09471 whole entry, looked up): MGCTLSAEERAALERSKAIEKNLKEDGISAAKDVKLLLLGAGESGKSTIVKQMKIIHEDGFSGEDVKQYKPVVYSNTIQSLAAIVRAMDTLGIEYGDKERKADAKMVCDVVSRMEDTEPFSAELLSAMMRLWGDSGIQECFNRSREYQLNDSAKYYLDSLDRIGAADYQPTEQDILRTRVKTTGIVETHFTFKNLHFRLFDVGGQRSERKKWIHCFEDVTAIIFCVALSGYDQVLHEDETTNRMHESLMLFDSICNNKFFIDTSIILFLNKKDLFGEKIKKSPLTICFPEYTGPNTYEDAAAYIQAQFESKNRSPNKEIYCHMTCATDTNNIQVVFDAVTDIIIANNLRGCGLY
Mcl1-Noxa inh – disrupts binding of human Mcl-1 to Noxa peptide; TR-FRET Mcl-1/Noxa peptide binding, 2 h; 1.5% of 220,000 active; Q07820; AID 1022; inhibition, % at 21.7 µM;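 active means compounds that cut the protein-peptide binding signal by more than 50% relative to plate controls in a single-dose test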;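 further: His-tagged Mcl-1 with rhodamine Noxa BH3 peptide and terbium anti-His antibody; 0% = Mcl-1 plus Noxa peptide wells and 100% = peptide-only wells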
Target sequence (Q07820 whole entry, looked up): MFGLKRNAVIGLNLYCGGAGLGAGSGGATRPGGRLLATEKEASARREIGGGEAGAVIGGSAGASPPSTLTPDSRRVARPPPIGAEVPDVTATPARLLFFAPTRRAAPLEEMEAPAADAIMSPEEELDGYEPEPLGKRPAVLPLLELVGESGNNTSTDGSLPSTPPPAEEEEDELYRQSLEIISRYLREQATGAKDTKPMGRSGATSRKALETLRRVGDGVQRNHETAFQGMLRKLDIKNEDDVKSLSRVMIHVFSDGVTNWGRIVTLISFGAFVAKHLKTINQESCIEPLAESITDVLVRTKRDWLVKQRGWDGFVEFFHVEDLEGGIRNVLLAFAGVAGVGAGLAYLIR
Cdc42 wt GTP – modulators (inhibitors or activators) of GTP binding to human Cdc42 wildtype. GST-Cdc42 beads, Bodipy-GTP binding, flow cytometry; actives lie on both sides. percent activity (GTP binding), % at 10 µM. 0.2% of 190,000 active. AID 761;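 active means percent activity GTP binding at least 20 points away from the 100% baseline, either down as inhibitor or up as activator; inconclusive means compound flagged as likely green fluorescent from well-wide comparison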;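 further: median bead fluorescence of bound Bodipy-FL-GTP at 100 nM; 0% = excess unlabeled GTP control and 100% = no compound control; below 100% means less GTP binding so inhibitor and above means activator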
Target sequence (P60953 whole entry, looked up): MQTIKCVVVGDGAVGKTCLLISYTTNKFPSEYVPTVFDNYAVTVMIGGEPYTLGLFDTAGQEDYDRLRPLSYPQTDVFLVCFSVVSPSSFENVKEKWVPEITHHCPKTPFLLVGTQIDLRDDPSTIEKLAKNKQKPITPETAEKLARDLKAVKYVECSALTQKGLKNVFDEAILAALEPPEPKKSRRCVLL
HRas wt GTP bind – human HRas wildtype GTP binding, change in either direction | P01112 | GST-Ras wt beads, Bodipy-FL-GTP binding, flow cytometry; actives lie on both sides | GTP binding activity, % at 10 µM | 0.14% of 190,000 active;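 active means GTP binding activity at least 20% away from the 100% baseline, either lowered as inhibitor or raised as activator; inconclusive means flagged as likely green fluorescent, judged across all proteins in the well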;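 further: 0% = unlabeled GTP competition control and 100% = no-compound control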
Target sequence (P01112 whole entry, looked up): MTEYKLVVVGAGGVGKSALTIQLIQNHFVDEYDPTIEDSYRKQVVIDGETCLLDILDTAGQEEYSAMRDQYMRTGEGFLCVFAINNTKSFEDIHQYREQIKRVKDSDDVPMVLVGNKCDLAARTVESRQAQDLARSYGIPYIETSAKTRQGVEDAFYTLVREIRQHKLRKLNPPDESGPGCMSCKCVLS
Rab7 wt modul – modulators of GTP binding to dog Rab7 wildtype GTPase; GST-Rab7 beads, fluorescent GTP binding, flow cytometry; actives lie on both sides; untreated = 100%, excess cold GTP = 0%; AID 758; GTP binding activity (percent of control), % at 10 µM; 0.055% of 190,000 active;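 active means fluorescent GTP binding to Rab7 beads changed by at least 20 points from the 100% baseline, either direction, mostly lower; inconclusive means compound itself probably fluorescent, or too few beads counted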;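 further: median green fluorescence of bound Bodipy-FL-GTP per Rab7 bead population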
Rac1 mut GTP – modulators of GTP binding to human Rac1 activated mutant; GST-Rac1 activated beads, fluorescent GTP binding, flow cytometry; actives lie on both sides; 100% means binding = to untreated wells; 0.11% of 190,000 active; percent activity (GTP binding), % at 10 µM; P63000;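 active means GTP binding at least 20 percentage points away from the 100% baseline, in either direction, so actives lie on both sides; inconclusive means Compound likely fluorescent itself, or too few beads counted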
Mcl1-Bid inh – disrupts binding of human Mcl-1 to Bid peptide; Q07820; TR-FRET Mcl-1/Bid-Dy647 peptide binding, 1536-well; inhibition, % at 21.7 µM; 0.97% of 220,000 active; AID 1021;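 active means compounds that cut the binding signal by more than half at the single screening dose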;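 further: His-tagged Mcl-1 with europium anti-His antibody binding Bid BH3 peptide; 0% = Mcl-1 plus peptide wells and 100% = peptide-only wells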
Bim-Mcl-1 – disrupts Bim peptide binding to human Mcl-1 | Q07820 | Bead-based flow cytometry, Bim peptide-Mcl-1 binding | inhibition, % at 10 µM | 0.1% of 190,000 active; in the data active means inhibition above about 40%;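 further: 0% = no compound tracer wells and 100% = peptide blocker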
Rac1 wt GTP bind – human Rac1 wildtype GTP binding, inhibitors and activators; 0.27% of 190,000 active; GTP binding activity (% of control), % at 10 µM; GST-Rac1 beads, fluorescent GTP binding, flow cytometry; actives lie on both sides; 0 = cold GTP competed, 100 = untreated;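 active means GTP binding activity at least 20 points away from the 100% control level, either lower or higher; inconclusive means compound flagged as likely green fluorescent, judged across all proteins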
Rab2 wt GTP – changes GTP binding to wildtype dog Rab2A, up or down; P61105; GST-Rab2 wt beads, Bodipy-GTP binding, flow cytometry; GTP binding activity, % at 10 µM; 0.19% of 190,000 active; AID 760;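 active means GTP binding activity at least 20 points away from 100%, either lowered or raised; inconclusive means signal likely due to the compound's own green fluorescence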;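 further: 0% = beads with excess unlabeled GTP and 100% = no-compound control corrected for plate trend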
The depositor's hits bear a star; ? = inconclusive; . = no result given.

SMILES	Pf gamet viab	RGS8-Gao reg	Mcl1-Noxa inh	Cdc42 wt GTP	HRas wt GTP bind	Rab7 wt modul	Rac1 mut GTP	Mcl1-Bid inh	Bim-Mcl-1	Rac1 wt GTP bind	Rab2 wt GTP
NC(N)=NS(=O)(=O)c1ccc(NC(=S)NC(=O)/C=C/c2ccco2)cc1	.	97	-62	103	99	101	98	0	-1	103	99
O=C1CC(c2ccccc2)CC(O)=C1C=NCCN1CCN(C(=S)Nc2cccc(Cl)c2)CC1 (stereo not given)	.	98	22	105	101	99	98	-28	-2	101	99
Cc1onc(-c2ccccc2Cl)c1C(=O)Nc1nnc(-c2cccc([N+](=O)[O-])c2)s1	.	103	27	97	95	96	97	16	-1	100	97
COc1ccc(-n2nnnc2SCC(=O)Nc2cc(OC)c([N+](=O)[O-])cc2C)cc1	-1	97	4	95	95	104	94	-34	2	95	98
Cc1cccc(C)c1OCC(=O)N1CC2(C)CC1CC(C)(C)C2 (stereo not given)	.	97	-12	103	100	101	99	-5	-4	100	100
CCOC(=O)Cn1nnnc1C(CC)N(Cc1cccs1)Cc1cc2cc(C)ccc2[nH]c1=O (stereo not given)	0	101	10	100	102	103	99	-7	-1	102	100
O=C(CCn1c(=S)oc2ccccc21)Nc1ccccc1F	.	101	11	103	95	96	98	1	2	104	100
CC(C)CC1(C(=O)NCCc2c[nH]c3ccccc23)C=CCN1C(=O)c1ccccc1 (stereo not given)	-1	100	0	102	103	98	101	-25	-2	106	102
Cc1cccc(C)c1NC(=O)CCCSc1nnc(-c2ccco2)n1-c1ccccc1	4	102	10	99	101	102	98	-9	2	104	99
COc1ccc(OC)c(N2CC(O)=C(c3nc4ccccc4s3)C2=N)c1	.	83	-4	101	100	99	102	-2	-6	105	100
CCOc1cc(S(=O)(=O)NCc2ccc3c(c2)OCO3)ccc1F	6	99	-12	99	100	101	97	-18	-1	99	100
Cc1ccc(C(=O)NC=C(Cl)Cl)cc1	-24	98	2	103	99	96	102	-15	-11	102	102
CC(=O)c1ccc(OCC(O)Cn2nnc3ccccc32)cc1 (stereo not given)	18	100	6	102	99	100	97	-14	-4	102	100
COc1ccc(C2=CC(c3cc(OC)c(OC)c(OC)c3)NC(=S)N2)cc1 (stereo not given)	11	99	-2	99	99	95	97	-38	-4	100	96
CCn1c(C(=O)O)c(CC(=O)Nc2ccccc2F)c2ccccc21	4	109	29	92	93	95	89	-7	0	92	90
CCOC(=O)c1c(NC(=O)CSc2nc3cccnc3n2C)sc(C(C)=O)c1C	.	97	-7	106	107	94	100	3	-4	103	106
COc1ccc(S(=O)(=O)Nc2ccc(S(=O)(=O)N(C)C)cc2)cc1[N+](=O)[O-]	2	119	15	97	95	99	98	-6	2	99	99
CCOC(=O)C1CCN(c2nc(C)nc3c2oc2ccccc23)CC1	.	102	7	100	98	97	94	40	-1	99	99
Cc1ccc(C)c(N2CCN(C(=O)c3ccc(NS(=O)(=O)c4c(C)noc4C)cc3)CC2)c1	-10	102	3	100	100	99	100	-2	-3	104	100
COc1ccc(S(=O)(=O)Nc2ccc(Cl)cn2)c(C)c1C	.	105	5	95	97	99	96	-7	-5	97	94
CN1C(=O)c2ccc(C(=O)Nc3nccs3)cc2C1=O	-7	107	-9	94	96	99	100	-13	1	104	97
CCOC(=O)N1CCN(C(=O)C(CC)n2nc(C)c3sc4ccccc4c3c2=O)CC1 (stereo not given)	.	103	-8	102	101	96	98	-1	-1	102	99
CCC(C(=O)N1CCN(c2ccccn2)CC1)n1nc(C)n2c(cc3occc32)c1=O (stereo not given)	.	100	0	104	104	101	100	-17	-3	106	103
Cc1c(C(=O)Nc2ccc(Cl)cc2)c2ccccn2c1CCc1ccncc1	4	102	6	102	101	101	100	-19	-2	103	100
O=C(O)CCc1ccc(-c2ccc(Br)cc2)n1CC(=O)O	-6	98	8	97	97	99	97	-15	3	96	98

(list continues)
SMILES	Pf gamet viab	RGS8-Gao reg	Mcl1-Noxa inh	Cdc42 wt GTP	HRas wt GTP bind	Rab7 wt modul	Rac1 mut GTP	Mcl1-Bid inh	Bim-Mcl-1	Rac1 wt GTP bind	Rab2 wt GTP
CN(C)C(=O)c1ccc(NC(=O)c2ccccc2Sc2ccccc2C#N)cc1	-2	101	8	103	99	102	101	-27	-3	105	101
COC(=O)c1cc(-c2c[nH]c3ccccc23)n[nH]1	6	95	-3	101	97	95	98	-10	-3	104	96
c1ccc(-c2ccc(-c3csnn3)cc2)cc1	-4	98	3	111	105	105	107	-1	-2	108	108
CN(c1ccc([N+](=O)[O-])cc1C(=O)Nc1ccccc1)C1CCCCC1	.	101	-13	103	99	99	99	-1	-1	101	100
CC(=O)Nc1ccc(C(=O)NNS(=O)(=O)c2ccc(C)cc2)cc1	9	103	6	98	98	103	96	5	0	103	100
CC(C)NCC(O)COCCOc1ccc(Br)cc1 (stereo not given)	16	90	3	95	97	98	98	6	0	99	97
Cc1ccc2c(c1)nnn2C1CCN(CC(=O)N2c3ccccc3CC2C)CC1 (stereo not given)	.	97	5	102	101	100	101	-22	0	102	101
O=C1Nc2ccccc2C12OCCCCO2	9	101	-9	104	104	103	104	-12	2	105	107
CCCNS(=O)(=O)c1ccc(CCC(=O)NCc2cccnc2)cc1	.	99	12	103	98	98	98	-10	-2	98	99
CCC1(C)OCC(Cn2c3ccccc3c3ccccc32)O1 (stereo not given)	.	91	22	100	100	103	102	-1	-7	101	100
O=C(Cc1ncc(C(F)(F)F)cc1Cl)Nc1ccc(F)cc1	-32	99	0	96	96	93	93	-3	-5	95	95
O=C(NC(=S)Nc1ccc2c(c1)OCCO2)c1cccc(Br)c1	8	102	29	93	96	94	98	-48	-6	96	97
CCOC(=O)CCNC(=O)CNC(=O)OCc1ccccc1	12	93	5	97	100	93	96	-22	-1	98	97
CCn1cnc2c1c(=O)n(Cc1csc(-c3ccccc3)n1)c(=O)n2Cc1ccccc1	.	97	4	102	103	98	97	-8	-3	98	101
CC1CCN(S(=O)(=O)c2ccc3[nH]cc(C(=O)NCCN4CCOCC4)c(=O)c3c2)CC1	.	100	25	101	100	100	99	-27	-2	109	99
Cc1ccsc1/C=C1/SC(N2CC(C)OC(C)C2)=NC1=O (stereo not given)	14	103	7	98	97	99	96	-29	2	103	98
O=C(Cc1ccccc1)c1c[nH]c(C(=O)NCCCN2CCOCC2)c1	-7	101	9	93	97	95	95	-17	0	96	97
CCSc1nnc(Nc2ccc(C)cc2)s1	.	99	-11	104	104	99	102	-42	-2	103	105
COc1cc2nc(=S)n3[nH]c(CCn4nc(C)cc4C)nc3c2cc1OC	.	98	22	96	93	93	96	-32	0	92	92
COc1cc(Nc2nc(-c3ccccc3)c3cc(C)ccc3n2)cc(OC)c1OC	.	102	12	94	97	92	95	-40	-3	94	95
Cc1ccc(-c2nn(C)c(=O)c3ccccc23)cc1CNC(=O)Cn1nc(-c2ccccc2)c2ccccc2c1=O	.	103	-23	110	107	106	103	77*	-31	107	105
COc1cccc(C(=O)N2CCN(C(=O)c3cccc(F)c3)CC2)c1	13	100	-27	104	100	103	99	-19	0	109	101
CCn1c(N2CCN(CC(=O)c3c[nH]c4ccccc34)CC2)nc2c1c(=O)[nH]c(=O)n2C	.	96	-13	100	98	94	98	-54	2	98	96
Cc1cc(Cl)c(S(=O)(=O)NC(C(=O)O)c2ccccc2)cc1OCC(N)=O (stereo not given)	.	98	18	99	100	101	97	-4	2	98	102
Nc1nc(-c2cccs2)cs1	.	101	7	96	98	95	93	-101	1	94	95

(continued)
SMILES	Pf gamet viab	RGS8-Gao reg	Mcl1-Noxa inh	Cdc42 wt GTP	HRas wt GTP bind	Rab7 wt modul	Rac1 mut GTP	Mcl1-Bid inh	Bim-Mcl-1	Rac1 wt GTP bind	Rab2 wt GTP
COc1ccc(/C(=C/c2ccc(OC(F)F)c(OC)c2)C(=O)O)cc1OC	.	98	15	99	97	100	98	-15	-14	97	100
CN1CCN(/N=C/c2nc(-c3ccc(Cl)cc3)n3ccccc23)CC1	2	110	7	101	101	97	103	-34	-3	107	100
CCOc1ccc(NC(=O)CN(C)C(=O)C2CCCC2)cc1OCC	-8	102	-5	95	96	101	94	-61	-3	92	98
CC1CCCN(C(=O)C(Cc2ccccc2)n2cccc2)C1 (stereo not given)	.	101	8	102	100	101	97	-37	-1	103	101
COc1ccc(OC)c(C2/C(=C(/O)c3ccc(C)cc3)C(=O)C(=O)N2Cc2ccco2)c1 (stereo not given)	4	103	4	101	97	97	96	-90	-1	100	96
Cc1nc2ccccc2nc1OCC(=O)NCC(F)(F)F	1	108	8	101	100	101	100	3	0	99	101
c1ccc(-c2nc3nonc3c3nc4ccccc4n23)cc1	3	102	-2	97	97	94	98	-7	3	99	97
CCN(CC)S(=O)(=O)c1cc(NS(=O)(=O)c2ccccc2)ccc1C	6	99	12	104	101	96	101	-10	-3	103	98
COc1ccccc1-n1cnnc1SCC(=O)NCC1CCCO1 (stereo not given)	-4	99	-7	99	101	108	96	-14	0	104	101
COc1ccc(Cl)cc1NC(=O)CSc1nnc(Cc2cccn2C)n1-c1ccc(F)cc1	.	99	-18	103	102	100	97	-17	-2	104	99
O=C(CN1CCOCC1)Nc1ncccn1	.	105	20	103	101	103	99	-21	-5	104	101
CC(C)(C)NC(=O)CSc1nc(N)cc(=O)[nH]1	10	96	3	96	100	103	99	-12	1	100	97
NC(=O)COC(=O)c1ccccc1OCc1ccccc1	-20	101	17	109	103	104	104	1	0	110	107
NC(=O)c1ccc(NC(=O)COC(=O)C2CC(=O)N(Cc3ccccc3)C2)cc1 (stereo not given)	-5	100	14	103	100	100	98	0	0	102	101
Cc1cccc2sc(NC(=O)CSCc3ccccc3)nc12	-13	102	21	?	?	?	?	14	-1	?	?
Cc1cccc(/C(N)=N/OC(=O)COc2ccc(Cl)cc2)c1	-8	90	-4	91	93	92	90	-10	-1	94	91
CN(C(=O)CSc1ncnc2scc(-c3ccccc3)c12)C1CCS(=O)(=O)C1 (stereo not given)	.	98	4	?	?	?	?	-4	-4	?	?
Cc1nn(C)c(C)c1C1Nc2ccccc2C(=O)N1O (stereo not given)	.	103	9	102	104	104	99	-20	4	108	101
Cc1cccc(N2CCN(C(=O)c3cccn4c(=O)c5c(C)c(C)sc5nc34)CC2)c1C	-8	96	10	104	105	99	105	-7	-2	105	103
COc1ccc(/C=C(\CC(=O)O)c2nc3ccccc3o2)cc1	-11	100	2	81	85	90	84	-1	0	86	83
Cc1oc(/N=C/c2ccc3c(c2)OCO3)c(C#N)c1C	.	102	21	106	103	99	94	-15	0	108	101
CCCCNC(=O)CCn1c(=O)c2ccccc2n(Cc2ccccc2C)c1=O	-35	104	1	103	104	107	101	-3	-3	107	101
